# High-throughput results as filed in PubChem BioAssay.
# Furin inhibitor – human furin inhibitors, primary screen, biochemical, fluorescence intensity; purified furin, fluorogenic substrate cleavage; 220,000 tested, 0.061% active; inhibition, % at 30 µM; in the data active = inhibition above about 25%; also: inactives centre near -15
# BaF3 tox – parental Ba/F3 cell viability inhibition, counter-screen for JAK2V617F inhibitor project, murine pro-B, CellTiter-Glo luminescence; CellTiter-Glo ATP luminescence; inhibition, % at 5.6 µM; 220,000 tested, 1.1% active; AID 1486, 2009;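 active = inhibition above a per-campaign cutoff, the mean inhibition of all tested compounds plus 3 SD, cut at about 27% in these data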;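 also: 0% = DMSO wells and 100% = JAK Inhibitor I control wells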
# PGE2 EP2 inh – human EP2 receptor antagonists, primary screen, TR-FRET cAMP, C6 glioma cells. AID 1422, 2008. C6 glioma cells expressing human EP2; cells stimulated with saturating PGE2. 260,000 tested, 0.52% active. Prostaglandin E2 receptor EP2 subtype (Homo sapiens), P43116. inhibition, % at 25 µM;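 active = percent inhibition above 40 after rounding to a whole number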;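 also: rat C6 glioma host cells with rolipram phosphodiesterase inhibitor present; the protocol text gives 20 µM as final concentration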
# Target sequence (P43116 whole entry, looked up): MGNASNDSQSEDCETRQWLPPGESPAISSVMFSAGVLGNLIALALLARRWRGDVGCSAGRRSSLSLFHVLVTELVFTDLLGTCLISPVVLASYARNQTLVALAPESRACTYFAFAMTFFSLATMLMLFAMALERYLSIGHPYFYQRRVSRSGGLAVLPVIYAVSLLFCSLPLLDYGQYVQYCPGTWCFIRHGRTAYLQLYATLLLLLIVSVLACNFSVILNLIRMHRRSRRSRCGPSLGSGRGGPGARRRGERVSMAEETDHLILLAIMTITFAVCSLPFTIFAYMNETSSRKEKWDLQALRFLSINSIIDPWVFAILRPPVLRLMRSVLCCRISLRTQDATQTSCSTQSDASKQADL
# p97 inhibitor – inhibitors of human p97 ATPase, primary screen, biochemical. inhibition, % at 8 µM. AID 1481, 2009. 220,000 tested, 0.42% active. recombinant p97 ATPase, Kinase-Glo ATP luminescence, 3 h. Transitional endoplasmic reticulum ATPase (Homo sapiens), P55072; in the data active = inhibition above about 15%;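 also: 0% = DMSO vehicle and 100% = wells lacking enzyme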
# p47phox inh – p47phox/p22phox peptide binding inhibitors, primary screen, biochemical, uHTS, NADPH oxidase regulatory subunit | Neutrophil cytosol factor 1 (Homo sapiens), P14598 | inhibition, % at 24.7 µM | 220,000 tested, 0.53% active | fluorescence polarization, 2 h;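 active = inhibition above about 30%, limit read from the data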;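 also: 0% = p47phox with labelled peptide and 100% = labelled peptide alone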
# Target sequence (P14598 whole entry, looked up): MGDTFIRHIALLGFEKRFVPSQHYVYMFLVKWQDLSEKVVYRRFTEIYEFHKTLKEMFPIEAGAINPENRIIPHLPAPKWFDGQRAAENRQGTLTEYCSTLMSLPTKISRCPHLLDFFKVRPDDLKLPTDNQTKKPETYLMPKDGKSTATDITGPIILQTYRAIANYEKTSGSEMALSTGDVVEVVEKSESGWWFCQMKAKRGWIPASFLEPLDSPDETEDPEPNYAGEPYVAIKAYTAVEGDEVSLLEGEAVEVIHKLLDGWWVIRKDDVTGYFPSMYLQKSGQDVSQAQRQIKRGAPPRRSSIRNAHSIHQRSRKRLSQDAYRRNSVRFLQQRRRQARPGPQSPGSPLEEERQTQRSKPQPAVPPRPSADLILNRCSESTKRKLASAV
# TbHK1 inh – Trypanosoma brucei hexokinase 1 inhibitors, primary screen, biochemical, G6PDH-coupled NADH absorbance, MLSCN library. hexokinase 1 [Trypanosoma brucei]. recombinant TbHK1, G6PDH-coupled NADH A340. inhibition, % at 10 µM. 220,000 tested, 0.11% active. AID 1430, 2008;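 active = inhibition of 50% or more in the single-dose primary screen; inactive = inhibition below 50%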
# Ba/F3 V617F tox – reduced viability of JAK2V617F-dependent Ba/F3 cells, primary screen, JAK2V617F inhibitor project, cell-based, Ba/F3 EpoR-JAK2V617F, luminescence | ATP luminescence | inhibition, % at 5.6 µM | 220,000 tested, 1.1% active | AID 1446, 2008;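 active = inhibition above the campaign mean plus 3 SD over all tested compounds, cut at about 24% in these data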;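 also: cytokine-independent growth of Ba/F3 cells driven by EpoR plus mutant JAK2; 0% = DMSO-treated cells and 100% = JAK inhibitor I control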
# PPC-1+TRAIL kill – compounds killing PPC-1 cancer cells with TRAIL present, primary screen, TRAIL potentiator project, ATPLite luminescence, uHTS | PPC-1 cells + TRAIL, ATPLite viability luminescence | cell killing (% activity), % at 4 µM | 220,000 tested, 0.41% active | AID 1443, 2008;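 active = cell killing above 50% in the first pass at 4 µM, then a duplicate retest at 5 µM averaging 50% or more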;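 also: plate controls were cells with TRAIL plus DMSO for no effect and medium-only wells lacking cells for full effect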
# RBBP9 inh – human RBBP9 inhibitors, primary screen, biochemical, fluorescence polarization, FP-Rh probe, HTS; Serine hydrolase RBBP9 (Homo sapiens), O75884; recombinant RBBP9; inhibition, % at 7.94 µM; 220,000 tested, 0.2% active;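 active = inhibition above the campaign mean of all tested compounds plus 3 SD, cut at about 14% in these data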;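 also: plate controls were DMSO wells with RBBP9 for no effect and wells lacking RBBP9 protein for full effect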
# Target sequence (O75884 whole entry, looked up): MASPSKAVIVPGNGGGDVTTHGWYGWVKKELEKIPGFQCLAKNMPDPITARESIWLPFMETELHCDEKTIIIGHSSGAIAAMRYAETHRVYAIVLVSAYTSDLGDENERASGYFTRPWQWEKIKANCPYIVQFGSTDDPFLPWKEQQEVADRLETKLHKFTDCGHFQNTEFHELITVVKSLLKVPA
#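 Assay system: recombinant human RBBP9; Reagent: Serine-hydrolase probe FP-Rh, 375 nM pre-mixing; Doses: 7.94 µM single dose, 0.794% DMSO; Incubation: 30 min then 45 min, 25 °C; Detection: fluorescence polarization (mP), excitation 525 nm, emission 598 nm; Evaluation: percent inhibition from mP, scaled between DMSO and no-protein wells.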
# Numbers without * were called inactive; / = no result given; & = joins results of further samples; [ ] = another dose, or the depositor's remark.
SMILES,Furin inhibitor,BaF3 tox,PGE2 EP2 inh,p97 inhibitor,p47phox inh,TbHK1 inh,Ba/F3 V617F tox,PPC-1+TRAIL kill,RBBP9 inh
O=C(NCc1ccco1)C(c1ccco1)N(C(=O)Cn1nnc2ccccc21)c1ccc2c(c1)CCC2 (stereo unspecified),-25[20 µM],4,13,2,/,-1,2,/,-5
Cc1ccc(O)c(C(=O)c2cnc3c(c2)COc2ccccc2-3)c1,-3[20 µM],4,8,-9,-14,6,3,19,1
O=C(NCCc1ccncc1)C12CC3CC(CC(C3)C1)C2,-17[20 µM],1,6,10,-7,-4,-3,13,3
O=C(N/N=C/c1ccc2cccnc2c1)c1ccco1,-9,4,3,-4,6,-46,1,34,5
N#Cc1c(-c2ccc(Br)cc2)cc(-c2cccnc2)nc1N,-28,5,17,6,-34,-7,-1,21,-9
O=c1c2cc(Br)ccc2[nH]c(=S)n1Cc1cccnc1,14[20 µM],1,/,5,3,-1,-1,6,-8
CC(c1ccccc1)n1c(S(=O)(=O)O)nc2ccccc21 (stereo unspecified),-30,58*,4,3,-7,-1,1,-5,-2
O=C(CCn1nc(-c2ccccc2)c2ccccc2c1=O)N1CCN(c2ccccc2)CC1,-20,1,7,2,-12,-13,-4,13,-4
COc1ccccc1N1CCN(C(=O)CSc2nc(N)cc(=O)[nH]2)CC1,-15[20 µM],3,7,2,-9,-11,-2,23,-12
CC1C(=O)CCCCCCCCCC2C1(N1CCOCC1)CS2(=O)=O (stereo unspecified),-31[20 µM],1,7,-1,-15,4,-1,2,-2
COC(=O)c1ccc(Sc2ccc(F)cc2)c(N)c1,-22[20 µM],7,15,-1,-18,-8,-3,18,-3
Cc1ccccc1-n1c(SCC(=O)c2cc(C)n(C)c2C)nnc1-c1cccnc1,-15[20 µM],4,24,-3,-11,-16,1,1,2
CCN(C(=O)CSc1nnc(-c2ccccc2)n1C)C1CCS(=O)(=O)C1 (stereo unspecified),-22,1,2,5,-7,6,-2,12,-6
Cc1cc(C)n2nc(SCC(=O)N3CCc4ccccc43)nc2n1,-17,7,6,7,-7,-1,-1,21,2
Cc1ccc(N2C(=O)C(F)(F)C2c2ccccc2)cc1 (stereo unspecified),-5,7,14,-5,-7,5,2,20,-8
COC(=O)c1ccc(CSc2nnc(C)n2N)o1,-3,5,4,-6,2,-4,3,14,-14
Cc1cc(C)n(-c2nc3ccccc3nc2N2CCCC2)n1,-6[20 µM],2,7,2,-11,-3,1,1,-8
CS(=O)(=O)N1CCN(c2nc(-c3ccccc3)cs2)CC1,-7,3,20,3,-2,4,2,13,1
Cc1ccc(-n2ccnc2SCC(=O)O)c(C)c1,-11[20 µM],4,3,1,-13,-10,0,16,-4
CCOC(=O)C(C)Oc1ccsc1C(=O)OC (stereo unspecified),-14[20 µM],9,6,3,-13,5,-1,28,0
O=C(CCc1nnc(Cc2ccc(-c3ccccc3)cc2)o1)NCCc1ccccn1,-21,1,3,-6,3,2,3,-4,-7
COc1ccccc1OCCSc1nc2ccc([N+](=O)[O-])cc2s1,-11,3,16,0,-60,-10,-2,14,4
CCOc1ccc(NC(=O)CN2C(=O)CSC(C)C2=O)cc1 (stereo unspecified),-19,2,7,5,1,-3,-5,8,-11
CCCOc1ccccc1C(=O)NC(CO)C(=O)O (stereo unspecified),-25[20 µM],4,3,1,-1,-8,1,31,0
O=C(/C=C/c1ccco1)Nc1cc(Cl)ccc1C(=O)O,11,4,12,6,-4,17,-1,13,-4

# 13 compounds from above, arranged by formula weight, ascending:
SMILES,Furin inhibitor,BaF3 tox,PGE2 EP2 inh,p97 inhibitor,p47phox inh,TbHK1 inh,Ba/F3 V617F tox,PPC-1+TRAIL kill,RBBP9 inh
CCOC(=O)C(C)Oc1ccsc1C(=O)OC (stereo unspecified),-14[20 µM],9,6,3,-13,5,-1,28,0
Cc1ccc(-n2ccnc2SCC(=O)O)c(C)c1,-11[20 µM],4,3,1,-13,-10,0,16,-4
CCCOc1ccccc1C(=O)NC(CO)C(=O)O (stereo unspecified),-25[20 µM],4,3,1,-1,-8,1,31,0
COC(=O)c1ccc(CSc2nnc(C)n2N)o1,-3,5,4,-6,2,-4,3,14,-14
Cc1ccc(N2C(=O)C(F)(F)C2c2ccccc2)cc1 (stereo unspecified),-5,7,14,-5,-7,5,2,20,-8
COC(=O)c1ccc(Sc2ccc(F)cc2)c(N)c1,-22[20 µM],7,15,-1,-18,-8,-3,18,-3
O=C(/C=C/c1ccco1)Nc1cc(Cl)ccc1C(=O)O,11,4,12,6,-4,17,-1,13,-4
CCOc1ccc(NC(=O)CN2C(=O)CSC(C)C2=O)cc1 (stereo unspecified),-19,2,7,5,1,-3,-5,8,-11
CS(=O)(=O)N1CCN(c2nc(-c3ccccc3)cs2)CC1,-7,3,20,3,-2,4,2,13,1
CC1C(=O)CCCCCCCCCC2C1(N1CCOCC1)CS2(=O)=O (stereo unspecified),-31[20 µM],1,7,-1,-15,4,-1,2,-2
O=C(CCc1nnc(Cc2ccc(-c3ccccc3)cc2)o1)NCCc1ccccn1,-21,1,3,-6,3,2,3,-4,-7
Cc1ccccc1-n1c(SCC(=O)c2cc(C)n(C)c2C)nnc1-c1cccnc1,-15[20 µM],4,24,-3,-11,-16,1,1,2
O=C(NCc1ccco1)C(c1ccco1)N(C(=O)Cn1nnc2ccccc21)c1ccc2c(c1)CCC2 (stereo unspecified),-25[20 µM],4,13,2,/,-1,2,/,-5

# Part of the list above, reduced to PPC-1+TRAIL kill.
SMILES,PPC-1+TRAIL kill
CC(c1ccccc1)n1c(S(=O)(=O)O)nc2ccccc21 (stereo unspecified),-5
O=C(CCn1nc(-c2ccccc2)c2ccccc2c1=O)N1CCN(c2ccccc2)CC1,13
COc1ccccc1N1CCN(C(=O)CSc2nc(N)cc(=O)[nH]2)CC1,23

# Later entries:
SMILES,Furin inhibitor,BaF3 tox,PGE2 EP2 inh,p97 inhibitor,p47phox inh,TbHK1 inh,Ba/F3 V617F tox,PPC-1+TRAIL kill,RBBP9 inh
Cc1ccc2nc(NCCCN3CCOCC3)c(C=NCCCN3CCOCC3)c(=O)n2c1,-12[20 µM],7,-5,-3,-16,-24,3,-12,-5
COc1ccc(Cc2nc(-c3cccs3)no2)cc1,-13,10,4,4,-3,-5,1,16,0
O=C(Nc1cccc(-c2cnc3ccccc3n2)c1)c1ccncc1,-28,9,13,4,-19,-10,1,19,-5
COc1cccc(C(=O)Nc2cc(C(F)(F)F)ccc2Cl)c1,-8[20 µM],-1,15,2,-4,1,0,7,2
COc1ccc(OCC(=O)Nc2ccccc2O)cc1,-11[20 µM],6,4,-5,-1,-5,-1,5,-7
N=C1/C(=C/c2cccn2Cc2ccc(F)cc2)C(=O)N=C2SC=CN12,-18,2,-1,1,-8,0,2,2,-14
Cc1cc([N+](=O)[O-])nn1Cc1ccc(C(=O)N/N=C/c2ccc(O)cc2O)cc1,-10,3,3,10,8,-11,0,31,1
CCN(CC)C(=S)Nc1ccc2nc3n(c(=O)c2c1)CCCCC3,-5,8,20,0,-3,6,5,11,1
Cc1cccc(/C=N\NC(=O)c2sccc2-n2cccc2)c1,4[20 µM],6,17,0,6,-1,5,-3,-3
Cc1ccnc(SCC(=O)c2ccc(Br)cc2)c1C#N,-20,2,9,4,-4,-1,0,30,-6
CC(=O)c1cccc(NC(=O)C(OC(=O)c2ccccc2NS(=O)(=O)c2cccs2)c2ccccc2)c1 (stereo unspecified),-23,3,10,4,-51,-4,-5,10,-41
O=C(Cc1cccs1)N(c1ccc(F)cc1)C1(C(=O)NC2CCCCC2)CCCC1,-7,7,8,-2,-12,1,2,9,-1
O=C(CSc1nccn1Cc1ccccc1)Nc1nccs1,-21[20 µM],-3,13,-1,-2,0,-4,10,-5
O=C(COC(=O)CCS(=O)(=O)c1ccc(Cl)cc1)NCCc1ccccc1,-11,3,8,2,0,1,-3,6,-5
Cc1ccccc1N(CC(=O)NCCSCc1ccco1)S(C)(=O)=O,-26,2,7,3,-5,-1,-1,1,-6
C=CCn1c(SCC(=O)Nc2cc(C)c(Cl)cc2OC)nnc1-c1ccco1,-26,-1,12,2,1,8,-1,-2,-6
CCN(CC)CCCNC(=O)c1nn(-c2ccc(OC)cc2OC)c(=O)c2ccccc12,22[20 µM],2,9,3,-2,-4,-2,18,-1
CCOc1cccc(OCCCCN2CCCCC2)c1,-12,1,5,-7,-5,3,3,3,-7
Cc1noc(C)c1CSc1nc2ccccc2s1,-17,5,12,1,-28,-2,-2,-1,-7
CC(C)(C)n1nnnc1C(c1ccncc1)N1CCN(c2ccc(O)cc2)CC1 (stereo unspecified),-18[20 µM],7,1,7,-2,-8,-1,6,7
O=C(CSc1nc2ccc(Cl)cc2[nH]1)NCCc1ccc(Cl)cc1,-10,8,21,-1,-7,-4,2,-2,-6
CCOC(=O)c1sc(NC(=O)c2ccccc2)cc1C,-15[20 µM],7,8,-1,-16,-18,1,40,-18
CNC(=S)N1CCC(NC(=O)C23CC4CC(CC(C4)C2)C3)CC1,-15,6,7,-4,-3,5,2,-10,-4
CC(=O)OCCSc1c(-c2ccccc2)c2cc(Cl)ccc2[nH]c1=O,3,2,6,-7,-14,-5,0,25,-6
CCn1c(Oc2ccc(F)cc2)nc2c1c(=O)n(C)c(=O)n2C,-12,6,3,4,-6,0,-1,21,-4

# (more compounds)
SMILES,Furin inhibitor,BaF3 tox,PGE2 EP2 inh,p97 inhibitor,p47phox inh,TbHK1 inh,Ba/F3 V617F tox,PPC-1+TRAIL kill,RBBP9 inh
Cc1ccc(C(C(=O)NC2CCCC2)N(Cc2ccc(F)cc2)C(=O)c2csnn2)o1 (stereo unspecified),-19,2,11,-4,-3,-3,1,9,-5
O=C(CSc1nnc(-c2cccnc2)n1Cc1ccccc1)NCc1ccco1,-18,-4,5,6,-8,2,-4,20,-4
N#C/C(=C/c1ccc(F)cc1)c1nnc(NC(=O)c2ccccc2)s1,-12,-3,6,2,5,-15,2,8,-4
C=C(C)CSc1nnc(-c2ccc(OC)c(OC)c2)n1N,-14,2,13,-2,4,8,-3,23,-4
c1ccc(SCCc2ccncc2)cc1,-22[20 µM],6,11&9,-4,-6,0,3,5,-2
Cc1n[nH]c(=S)n1-c1ccccc1,-10,2,18,5,-6,-5,-8,23,-2
[O-]/C(=C(\C(=S)NCCN1CCOCC1)[n+]1ccccc1)c1ccc(Cl)s1,6,1,9,2,-8,-13,-1,9,-8
OCc1nnn(-c2cccc(C(F)(F)F)c2)c1CO,-36,7,5,3,5,4,1,6,-9
COC(=O)c1ccc(COc2cc([N+](=O)[O-])cc3cccnc23)cc1,-9,1,14,2,3,-14,-4,-4,-8
C[C@H](NC(N)=O)C(=O)Nc1ccc2c(c1)OCO2,-19,-4,3,10,-5,-2,-2,26,-3

# Only part of the results is shown; count on the stated rates, not on these rows.
